# Source: PubChem (several laboratories)
# TRPM1 prom inh: MITF TRPM1 promoter inhibition in SK-MEL-5 cells; SK-MEL-5 TRPM1 promoter luciferase, 24 h; inhibition, % at 12.5 µM; hit rate 0.83% among 330,000; AID 488899;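 active means mean inhibition across replicates of 60% or more, whatever share of single replicates reaches that level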; further: values of inactives mirror those of a sister screen read the other way
# HIF-2a block: HIF-2a inhibition | AID 624352 | inhibition, % at 18.8 µM | hit rate 0.72% among 360,000 | 786-0 RCC cells HIF-2a reporter, luciferase luminescence, overnight;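 active means inhibition of the luminescence signal of 40% or more relative to plate controls, in a single-dose primary screen at 18.75 µM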
# aDG glyco act: alpha-DG glycosylation activation. Pro5-aDG cells, alpha-DG glycosylation AlphaScreen (IIH6); 0% Pro5, 100% B10-LARGE cell signal. activation, % at 10 µM. hit rate 0.22% among 360,000;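 active means activation of at least 8% versus controls, or a plate z-score of at least 8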;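 further: Pro5 are CHO cells carrying HIG-tagged alpha-DG that lacks glycosylation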
# PDI turbidity: PDI (human) enzyme inhibition | P07237 | PDI insulin aggregation turbidity, A650, 90 min | inhibition, % at 10 µM | hit rate 0.052% among 350,000 | AID 588391;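 active means mean inhibition across replicates of 30% or more, whatever share of single replicates reach that level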;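 further: absorbance from insulin aggregation driven by PDI reduction with DTT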
# Target sequence (P07237 whole entry, looked up): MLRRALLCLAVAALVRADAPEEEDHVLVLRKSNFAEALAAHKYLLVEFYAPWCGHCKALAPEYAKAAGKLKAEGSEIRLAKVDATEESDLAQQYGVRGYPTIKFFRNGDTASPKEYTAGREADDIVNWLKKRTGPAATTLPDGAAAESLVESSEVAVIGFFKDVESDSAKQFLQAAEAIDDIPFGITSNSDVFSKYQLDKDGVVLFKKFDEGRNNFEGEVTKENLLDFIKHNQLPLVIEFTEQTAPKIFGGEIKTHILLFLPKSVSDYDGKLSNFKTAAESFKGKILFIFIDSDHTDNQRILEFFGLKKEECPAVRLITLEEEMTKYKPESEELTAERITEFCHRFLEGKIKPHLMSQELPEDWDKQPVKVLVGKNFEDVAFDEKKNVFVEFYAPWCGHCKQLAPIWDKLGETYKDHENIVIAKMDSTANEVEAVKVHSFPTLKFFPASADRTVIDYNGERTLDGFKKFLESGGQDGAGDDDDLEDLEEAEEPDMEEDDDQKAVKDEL
# NR2E3 ag-1: agonists of human nuclear receptor NR2E3; GST-NR2E3/biotin-RetCOR TR-FRET, 1536-well; Q9Y5X4; AID 2300; inhibition of corepressor binding, % at 4.78 µM; hit rate 0.12% among 320,000;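 active means percent inhibition above the cutoff of mean plus 3 SD of all tested compounds, set per screening campaign, cut at about 20% in these data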;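 further: 0% = DMSO wells and 100% = biotin wells as full block of FRET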
# Target sequence (Q9Y5X4 whole entry, looked up): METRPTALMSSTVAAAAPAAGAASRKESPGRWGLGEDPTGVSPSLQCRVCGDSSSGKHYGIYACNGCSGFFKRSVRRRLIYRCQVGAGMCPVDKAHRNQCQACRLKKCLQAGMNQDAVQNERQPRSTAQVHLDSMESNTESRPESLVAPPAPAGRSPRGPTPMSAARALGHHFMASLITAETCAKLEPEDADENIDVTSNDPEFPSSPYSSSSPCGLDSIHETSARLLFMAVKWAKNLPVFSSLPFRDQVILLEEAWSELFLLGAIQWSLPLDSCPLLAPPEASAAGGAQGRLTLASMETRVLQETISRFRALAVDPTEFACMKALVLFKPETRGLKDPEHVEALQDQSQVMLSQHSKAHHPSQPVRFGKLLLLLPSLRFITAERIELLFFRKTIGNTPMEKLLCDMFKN
#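 Material: NR2E3–RetCOR corepressor complex / Amount: 1.35 nM GST-NR2E3 / Medium: Tris pH 7.5 / Compound: single nominal compound dose of 4.8 µM / Incubation: 5 h at 4 °C / Technique: TR-FRET, Eu(K)-anti-GST donor, streptavidin-D2 acceptor, ex 340, em 617/671 nm / Read-out basis: percent loss of FRET ratio relative to control wells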
# Peg3 promoter: reduces Peg3 promoter-driven luciferase expression in HeLa | HeLa PEG-Prom luciferase reporter, luminescence, overnight | inhibition, % at 20 µM | hit rate 1.7% among 360,000 | AID 588405;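 active means inhibition of at least 50% at 20 µM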
# CaV13 FRET inh: Disruptors of the CACNA1D IQ motif to Ca2+-dependent inactivation inhibitor domain association, primary screening, Förster resonance energy transfer in intact living …. HEK cells, CFP/YFP FRET ICDI-IQ, plate reader, 10 min; percent FRET-ratio fall versus neutral wells. inhibition, % at 12.3 µM. hit rate 0.098% among 340,000. AID 743397;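 active means mean replicate inhibition of at least 30% and at least 1% of replicates passing that level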;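 further: 0% = median of the neutral control wells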
# hiPSC survival: enhancers of human iPSC single-cell survival; hiPSC single-cell survival, ATPlite luminescence; 100% = ROCK inhibitor wells, 0% = DMSO; AID 602274; survival enhancement, % at 20 µM; hit rate 0.044% among 360,000; in the data active means survival enhancement above about 18%;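 further: cells exposed to compounds for 16 hours before the ATP read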
# Granule exo inh: blocks lytic granule exocytosis | AID 651702 | TALL-104 LAMP-1 surface exposure, flow cytometry; cells stimulated with thapsigargin and PMA | hit rate 0.66% among 360,000 | inhibition, % at 10 µM;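 active means inhibition above about 55%, limit read from the data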
# NR2E3 ag-2: human photoreceptor-specific nuclear receptor agonism; Q9Y5X4; CHO-S Gal4-NCOR/VP16-NR2E3 two-hybrid, luciferase; inhibition of corepressor binding, % at 3.98 µM; hit rate 0.35% among 360,000; AID 602229;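 active means inhibition above the mean of all tested compounds plus 3 SD, cut at about 70% in these data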;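 further: 0% = DMSO with NR2E3 transfected cells and 100% = cells lacking NR2E3 construct; higher means lower luciferase signal from less NR2E3 corepressor binding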
# Vif inh: inhibitors of HIV Vif; HEK293T cells, Vif self-association by quenched fluorescence, imaging, 24 h; inhibition, % at 7.49 µM; hit rate 0.35% among 340,000; AID 602346; in the data active means inhibition above about 50%, passing the limit was not always enough; further: some results filed as inactive read as strong as hits
# * hit, by the source's call; · = not tested or not shown.
SMILES,TRPM1 prom inh,HIF-2a block,aDG glyco act,PDI turbidity,NR2E3 ag-1,Peg3 promoter,CaV13 FRET inh,hiPSC survival,Granule exo inh,NR2E3 ag-2,Vif inh
Cc1ccc(C)c(NC(=O)CN(C)C(=O)c2ccc3[nH]c4c(c3c2)CC(C)CC4)c1 (stereo unspecified),12,-2,0.1,4,1,5,-7,-0.3,17,5,-2
O=C(CSc1nc(C2CC2)nc2ccccc12)Nc1ccc2c(c1)OCCO2,-6,35,0.7,-1,1,20,-5,-1.1,-1,7,-7
COc1ccc(/C=C2\SC(=O)N(CCNC(=O)Cn3cnnn3)C2=O)cc1,-95,-234,-0.1,5,0,-261,-4,-1.2,2,-97,0
O=C(c1ccccc1)N(Cc1nc2ccccc2c(=O)[nH]1)C1CCCC1,15,25,-0.4,-2,3,12,1,0.7,5,-22,-1
COc1ccc(C2CC(c3cccc(Cl)c3)=NN2c2ccc(S(N)(=O)=O)cc2)cc1 (stereo unspecified),-4,-8,1.2,-6,·,54*,-4,-1.3,3,-8,24
Nc1nnnn1/N=C/c1cccc(O)c1,2,-9,-0.6,-3,1,-2,·,5.4,-6,-28,-4
CNC(=S)NC12CC3CC(CC(C3)C1)C2,0,11,0.2,-3,3,5,-10,0.3,-1,-42,4
COc1cccc(NC(=O)c2ccccc2C(F)(F)F)c1,-6,-14,0.1,-6,0,-17,2,-0.9,4,-22,-1
COC(=O)Cc1c(C(=O)OC)nnn1-c1cccc(C(F)(F)F)c1,0,11,-0.1,-10,4,15,1,-3.6,2,1,3
O=C(Cc1cccs1)Nc1ccon1,-6,8,0.2,5,5,5,·,0.9,1,4,0
CCCCNC(=O)c1c(C)cc(=O)oc1C,3,-3,-0.3,-6,2,0,-10,7.4,0,-24,3
CN=C(Nc1ccc(C(=O)OC)s1)c1ccccc1,-2,-6,0.6,0,0,4,-4,0.9,-1,18,-6
CCOC(=O)C1=C(C)NC(C)=C(C(=O)OCC)C1C(=O)OCC(=O)NC(C)c1ccccc1 (stereo unspecified),-8,10,0.0,2,·,19,-14,0.4,3,-5,·
Cn1ncnc1SCc1cn2cccnc2n1,1,7,0.3,1,0,0,-4,-1.8,-2,-6,13
CCOc1cc(/C=N/NC(=O)C(=O)NCc2ccc3c(c2)OCO3)ccc1OCC(=O)N1CCOCC1,4,9,-0.2,10,3,3,-3,-0.2,-5,-16,-6
COC(=O)c1ccc(-n2nnnc2SCC(=O)Nc2cc(OC)ccc2OC)cc1,9,21,0.2,-7,0,0,-8,1.2,0,19,5
COc1cccc2c1cc1c(=O)n(CC(=O)N3CCCCCC3)nc(C)n12,14,1,-0.1,-6,-3,2,-2,0.4,0,-10,-2
CC(=O)c1ccc2c(ccc3ccccc32)c1,-39,-225,0.3,4,1,-236,·,-2.4,1,-96,-2
CCCCC(=O)NC(=S)Nc1nnn(CCC)n1,-8,6,-0.1,-1,1,5,1,-0.6,0,-23,2
COc1ccc(-c2n[nH]c3c2CN(C(=O)c2ccc(F)cc2)CC3)cc1,2,21,1.0,-7,-3,-5,-2,0.0,-4,-3,-2
CC(=O)NCCC1CCN(C(=O)C2CCC(=O)N(C3CCCC3)C2)CC1 (stereo unspecified),-6,15,-0.2,-5,3,-11,-5,-0.5,-3,-2,4
O=[N+]([O-])c1ccc(CS(=O)(=O)c2ncn[nH]2)cc1,-20,21,0.0,-7,1,5,-3,0.3,-5,-11,-6
CC(C)(C)c1ccc(-c2noc(C(=O)NN)n2)cc1,-1,-46,-0.2,0,-2,-30,-4,-0.3,-2,-12,5
CC(C)(C)OC(=O)N[C@@H](Cc1ccccc1)c1nnc(SCC(=O)c2ccc(Cl)cc2)o1,11,4,0.2,10,-1,27,-8,-1.6,0,-22,·
O=C(c1cc(F)c(F)c(F)c1F)N1CCN(Cc2ccc3c(c2)OCO3)CC1,6,12,0.0,-7,4,21,-5,0.4,14,-54,-10
COc1ccc(NC(=O)c2nn(C34CC5CC(CC(C5)C3)C4)cc2[N+](=O)[O-])cc1,-8,15,-0.1,3,0,22,-4,-1.1,3,-4,0
c1ccc(-c2ccc(-c3ccncn3)cc2)cc1,-40,-297,0.1,4,-2,-212,-16,-0.5,-8,-61,-18
CCCS(=O)(=O)NC(=O)C1(C)CCN(C(=O)c2ccc(OC(F)F)cc2)C1 (stereo unspecified),·,5,0.0,4,·,2,-6,-0.6,4,-36,3
O=C(CNC(=O)c1cccc(OC(F)F)c1)OCC(=O)c1ccccc1,-6,10,0.6,4,-1,-9,-6,0.1,1,-6,13
O=S(=O)(c1ccc(S(=O)(=O)N2CCCN(Cc3ccccc3)C2)cc1)N1CCCCCC1,-20,-50,0.8,-7,-1,-5,-5,-0.9,2,-5,9
c1ccc(N2CCN(CC3CCCCC3)CC2)cc1,-4,-9,-0.2,-2,·,4,-3,0.3,-4,-10,-1
CCn1ccnc1CNC(=O)CC1C(=O)NCCN1Cc1ccc(OC)cc1OC (stereo unspecified),5,9,0.2,10,3,4,-7,0.3,-2,6,-3
CC(C)NC(=O)Nc1ccc2c(c1)C(=O)N([C@H](C)CO)C[C@H](C)[C@@H](CN(C)Cc1ccc3c(c1)OCO3)OCCCC[C@@H](C)O2,·,8,-0.1,4,·,3,-7,-1.2,2,-16,-4
CCN1CCN(C(c2cc3cccc(C)c3[nH]c2=O)c2nnnn2Cc2ccccc2)CC1 (stereo unspecified),-1,15,-0.2,11,-1,7,-5,2.4,3,-15,1
CN(C)c1nc(N)c([N+](=O)[O-])c(N2CCCCCC2)n1,-8,7,0.0,-46,2,13,-2,-0.8,-3,-30,-6
CC1CCCCC12NC(=O)N(CC(=O)OCc1ccccc1F)C2=O (stereo unspecified),-1,-3,-0.3,1,·,-4,-5,-2.9,-2,2,6
COc1cc2c(C(=O)N3CCN(c4ccccc4C)CC3)c(C)oc2cc1Br,-2,11,0.2,-7,3,24,·,1.8,-4,-16,-1
C=CCN(CC=C)CC(=O)Nn1c(C)ccc1C,0,3,0.0,6,·,7,-6,6.2,-16,2,12
C/C(CC(=O)Nc1ccc2c(c1)OCCO2)=N\NC(=O)COc1ccc(C)cc1,-5,-11,-0.1,-5,1,-20,-3,0.2,0,-35,2
COc1ccc(-c2cc(C(=O)Nc3cc(C)on3)c3ccccc3n2)c(OC)c1,11,8,0.6,-7,1,14,·,0.6,3,-29,-2
CCn1c(SCc2ccc(C)cc2)nnc1C1CCN(S(=O)(=O)c2ccc(OC)cc2)CC1,17,20,0.1,1,1,17,-4,-0.9,0,-3,-11
CCOC(=O)C1CCN(C(=O)c2cccc(S(=O)(=O)N3CCCc4ccccc43)c2)CC1,5,14,0.7,1,·,29,-3,-0.1,5,17,-12
O=C(CCCn1c(=S)[nH]c2ccsc2c1=O)NCc1ccco1,11,1,0.5,3,2,2,-7,-2.3,-2,2,3
O=C(NCCc1ccccc1)C1CCCN1C(=O)Nc1ccc(F)cc1 (stereo unspecified),13,4,-0.1,0,3,-4,11,-0.5,-1,-11,-7
COc1cccc(-c2nn(C)c3sc(C(=O)NCc4ccco4)cc23)c1,7,-19,-0.2,-7,3,21,-4,-2.5,-1,-13,-2

# Part of the list above in a different format.
compound | TRPM1 prom inh | HIF-2a block | aDG glyco act | PDI turbidity | NR2E3 ag-1 | Peg3 promoter | CaV13 FRET inh | hiPSC survival | Granule exo inh | NR2E3 ag-2 | Vif inh
O=S(=O)(c1ccc(S(=O)(=O)N2CCCN(Cc3ccccc3)C2)cc1)N1CCCCCC1 | -20 | -50 | 0.8 | -7 | -1 | -5 | -5 | -0.9 | 2 | -5 | 9
c1ccc(N2CCN(CC3CCCCC3)CC2)cc1 | -4 | -9 | -0.2 | -2 | · | 4 | -3 | 0.3 | -4 | -10 | -1
CCn1ccnc1CNC(=O)CC1C(=O)NCCN1Cc1ccc(OC)cc1OC (stereo unspecified) | 5 | 9 | 0.2 | 10 | 3 | 4 | -7 | 0.3 | -2 | 6 | -3
CC(C)NC(=O)Nc1ccc2c(c1)C(=O)N([C@H](C)CO)C[C@H](C)[C@@H](CN(C)Cc1ccc3c(c1)OCO3)OCCCC[C@@H](C)O2 | · | 8 | -0.1 | 4 | · | 3 | -7 | -1.2 | 2 | -16 | -4
CCN1CCN(C(c2cc3cccc(C)c3[nH]c2=O)c2nnnn2Cc2ccccc2)CC1 (stereo unspecified) | -1 | 15 | -0.2 | 11 | -1 | 7 | -5 | 2.4 | 3 | -15 | 1
CN(C)c1nc(N)c([N+](=O)[O-])c(N2CCCCCC2)n1 | -8 | 7 | 0.0 | -46 | 2 | 13 | -2 | -0.8 | -3 | -30 | -6
CC1CCCCC12NC(=O)N(CC(=O)OCc1ccccc1F)C2=O (stereo unspecified) | -1 | -3 | -0.3 | 1 | · | -4 | -5 | -2.9 | -2 | 2 | 6
COc1cc2c(C(=O)N3CCN(c4ccccc4C)CC3)c(C)oc2cc1Br | -2 | 11 | 0.2 | -7 | 3 | 24 | · | 1.8 | -4 | -16 | -1
C=CCN(CC=C)CC(=O)Nn1c(C)ccc1C | 0 | 3 | 0.0 | 6 | · | 7 | -6 | 6.2 | -16 | 2 | 12
C/C(CC(=O)Nc1ccc2c(c1)OCCO2)=N\NC(=O)COc1ccc(C)cc1 | -5 | -11 | -0.1 | -5 | 1 | -20 | -3 | 0.2 | 0 | -35 | 2
COc1ccc(-c2cc(C(=O)Nc3cc(C)on3)c3ccccc3n2)c(OC)c1 | 11 | 8 | 0.6 | -7 | 1 | 14 | · | 0.6 | 3 | -29 | -2
CCn1c(SCc2ccc(C)cc2)nnc1C1CCN(S(=O)(=O)c2ccc(OC)cc2)CC1 | 17 | 20 | 0.1 | 1 | 1 | 17 | -4 | -0.9 | 0 | -3 | -11
CCOC(=O)C1CCN(C(=O)c2cccc(S(=O)(=O)N3CCCc4ccccc43)c2)CC1 | 5 | 14 | 0.7 | 1 | · | 29 | -3 | -0.1 | 5 | 17 | -12

# (list continues)
SMILES,TRPM1 prom inh,HIF-2a block,aDG glyco act,PDI turbidity,NR2E3 ag-1,Peg3 promoter,CaV13 FRET inh,hiPSC survival,Granule exo inh,NR2E3 ag-2,Vif inh
O=C(NC(Cc1ccccc1)C(=O)NCc1ccccn1)c1ccco1 (stereo unspecified),17,7,-0.4,-1,2,13,-4,0.9,1,-3,-4
O=c1c2cnn(-c3ccccc3)c2ncn1CCc1ccccc1,-55,-184,0.1,5,2,-220,-5,-0.6,-2,-58,-12
O=C(O)c1ccccc1C(=O)Nc1ccc(-n2nc(C(F)(F)F)cc2C(F)(F)F)cc1,·,14,-0.2,-2,3,6,-19,-0.1,1,-10,-2
O=C(COC(=O)c1cccc(O)c1)Nc1nnc(-c2ccccc2)o1,3,5,0.4,3,0,-7,-5,-0.3,-3,-15,6
Cc1ccc(CCNC(=O)CCNS(=O)(=O)c2ccc3c(c2)c(=O)n(C)c(=O)n3C)cc1,-1,10,-0.2,1,4,16,-3,-3.3,-7,6,3
